TRPC6 inh – inhibitors of mouse TRPC6 channel; B-score at 10 µM; 1.1% of 310,000 active; AID 2553; HEK293-TRPC6, membrane potential dye, ACh-evoked depolarization; active compounds read low;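 active = B-score under library mean minus 3 SD, initial fluorescence not abnormally high, positive integrated signal ratio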;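 note: B-score derived from integrated fluorescence ratio over the kinetic read; more negative B-score means stronger inhibition of depolarization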
HDAC3 inh – blocks human histone deacetylase 3; O15379; recombinant HDAC3, fluorogenic peptide/trypsin coupled, fluorescence; inhibition, % at 8.3 µM; 0.15% of 320,000 active; AID 2718; in the data active = inhibition above about 26%, passing the limit was not always enough; inconclusive = no clear call, values can overlap the other calls
Target sequence (O15379 whole entry, looked up): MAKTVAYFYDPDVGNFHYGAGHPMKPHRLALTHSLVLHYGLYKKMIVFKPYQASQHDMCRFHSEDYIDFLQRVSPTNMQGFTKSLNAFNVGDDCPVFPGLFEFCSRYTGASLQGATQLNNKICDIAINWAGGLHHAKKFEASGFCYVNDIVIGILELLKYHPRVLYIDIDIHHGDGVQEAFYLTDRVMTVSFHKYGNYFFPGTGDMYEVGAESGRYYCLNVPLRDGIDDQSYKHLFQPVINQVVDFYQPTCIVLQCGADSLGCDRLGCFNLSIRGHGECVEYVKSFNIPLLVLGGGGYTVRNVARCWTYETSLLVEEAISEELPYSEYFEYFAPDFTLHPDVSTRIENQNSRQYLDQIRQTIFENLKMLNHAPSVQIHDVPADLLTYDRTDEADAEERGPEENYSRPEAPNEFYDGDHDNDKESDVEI
RGS4 pot – RGS4 potentiation or activation; HEK293 M3R/inducible RGS4, carbachol calcium flux Fluo4; active compounds read low; B-score at 10 µM; AID 463111; 0.92% of 310,000 active;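 active = B-score of the integrated calcium signal more than 4 SD below the library mean, with starting fluorescence not abnormally high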;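 note: negative B-score means reduced calcium response which marks RGS4 activation or potentiation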
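Also added: carbachol at ECmax as muscarinic agonist stimulus; Assay system: HEK293 cells with stable M3R and inducible RGS4; Timing: overnight RGS4 induction, 30 min dye load 37 °C, 20 min compound RT; Measured by: Fluo4-AM (2 µM) calcium-flux fluorescence, kinetic read.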
SKKanGAS inh – inhibitors of SKKanGAS S. pyogenes growth in kanamycin (SK-promoter or general growth effect); BacTiter-Glo, 6 h; inhibition, % at 7.5 µM; 1.3% of 300,000 active; AID 1662;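 active = mean replicate score, as percent of positive control median, at least 50; inconclusive = mean below 50 but one replicate at or above 50; inactive = mean and every replicate below 50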;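 note: strain carries kanamycin resistance gene driven by streptokinase promoter and grows in 40 µg/ml kanamycin; loss of luminescence reflects streptokinase promoter inhibition or plain growth inhibition; 0% = median of DMSO wells and 100% = positive control at its reference dose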
TMEM16A act – mouse TMEM16A channel activation, primary screen; AID 623877; B-score at 10 µM; HEK293 TMEM16A/YFP-H148Q/I152L, iodide quench fluorescence; active compounds read low; Q8BHY3; 0.3% of 340,000 active;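 active = fluorescence-ratio B-score plate-corrected deviation score at least 3 library SD below zero, with starting fluorescence score within 5 deviations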;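 note: channel opened by trigger with iodide after compound preincubation; score built on the fluorescence ratio of max minus min over baseline; more negative score means more quench and so TMEM16A activation or potentiation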
TRPC6 act – activators of mouse TRPC6 channel; Q61143; HEK293-TRPC6 membrane potential dye fluorescence; active compounds read high; B-score at 10 µM; 0.13% of 310,000 active;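 active = B-score of the integrated fluorescence ratio above library mean plus 3 SD, and starting fluorescence ratio within library mean plus 5 SD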;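 note: higher score means more depolarization so channel activation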
MrgX1 allo act – allosterically activates human MrgX1 receptor signaling; AID 588675; MrgX1-HEK293, Fluo-4 calcium flux, FDSS; active compounds read high; B-score at 10 µM; 0.63% of 310,000 active;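 active = plate-corrected calcium response at least 3 library SD above typical, normal starting fluorescence, not activating the receptor alone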;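 note: compound read alongside a low EC10 to EC30 dose of BAM8-22 agonist; peak minus trough fluorescence over baseline measured at the second addition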
Target sequence (Q96LB2 whole entry, looked up): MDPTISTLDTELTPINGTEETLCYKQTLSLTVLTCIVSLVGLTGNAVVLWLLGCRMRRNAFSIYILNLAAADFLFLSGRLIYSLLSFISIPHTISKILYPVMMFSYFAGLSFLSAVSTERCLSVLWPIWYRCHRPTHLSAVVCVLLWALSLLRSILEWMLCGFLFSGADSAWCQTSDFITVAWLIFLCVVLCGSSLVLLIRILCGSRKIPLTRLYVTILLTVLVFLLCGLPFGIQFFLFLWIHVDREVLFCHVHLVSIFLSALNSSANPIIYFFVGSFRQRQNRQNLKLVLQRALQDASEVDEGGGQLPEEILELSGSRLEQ
MrgX1 ag – activates human MrgX1 receptor signaling. Q96LB2. MrgX1-HEK293 cells, Fluo-4 calcium fluorescence, agonist mode; active compounds read high. B-score at 10 µM. 0.44% of 310,000 active. AID 588627;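 active = calcium response B-score plate-corrected fluorescence ratio at least 3 library SD, with starting fluorescence B-score inside 5 SD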
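Assay system: stable human MrgX1 HEK293 cell line. Quantity: 15,000 cells per well. Schedule: cells plated overnight, dye loaded 0.5 h 37 °C, 0.5 h room temperature. Detection: Fluo-4 NW calcium-flux fluorescence, kinetic read. Read-out basis: peak-minus-minimum fluorescence over baseline, converted to B scores. Control set: positive and negative control wells on each plate.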
ANO1 block – mouse TMEM16A channel inhibition, primary screen. HEK293 TMEM16A/YFP iodide influx fluorescence, ionomycin. normalized B-score (activity score, 25-100; higher = stronger inhibition) at 10 µM. 1.2% of 310,000 active;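 active = ratio plate-corrected score three or more library SD toward inhibition, starting fluorescence score within five deviations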;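 note: score derived from kinetic fluorescence span divided by baseline fluorescence per well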
RGS4 block – inhibitors of human RGS4; P49798; 0.45% of 310,000 active; B-score at 10 µM; HEK293 M3R/RGS4 inducible, Fluo-4 calcium flux; active compounds read high; triggered by carbachol at its EC20; AID 463165;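 active = B-score, a plate-corrected calcium signal, over three deviations above library mean, with baseline fluorescence within five deviations of library mean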;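 note: RGS4 expression induced by doxycycline in cells with stable M3 receptor; B-score is computed from the integrated fluorescence ratio over baseline after carbachol; higher B-score means a larger calcium signal and so more RGS4 inhibition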
Target sequence (P49798 whole entry, looked up): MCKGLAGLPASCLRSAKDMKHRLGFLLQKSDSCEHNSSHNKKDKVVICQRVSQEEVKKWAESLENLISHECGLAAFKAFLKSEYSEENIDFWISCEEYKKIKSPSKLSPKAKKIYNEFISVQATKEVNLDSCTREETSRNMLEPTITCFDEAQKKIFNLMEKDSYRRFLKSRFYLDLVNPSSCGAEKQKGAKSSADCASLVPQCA
MrgX1 antagonist – antagonists of human MrgX1 receptor; Q96LB2; MRGX1-HEK293 calcium flux, Fluo-4, BAM8-22 antagonism; active compounds read low; B-score at 10 µM; 1.3% of 310,000 active; AID 588676;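 active = calcium-response B-score plate-corrected more than 3 library SD below zero, starting fluorescence within 5 deviations, no agonist response on first addition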;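 note: peak minus trough fluorescence over baseline after final BAM8-22 challenge near maximal dose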
* = called active by the depositor; i = inactive; ? = inconclusive; . = not tested or not shown.

SMILES | TRPC6 inh | HDAC3 inh | RGS4 pot | SKKanGAS inh | TMEM16A act | TRPC6 act | MrgX1 allo act | MrgX1 ag | ANO1 block | RGS4 block | MrgX1 antagonist
CC(CCc1ccccc1)OS(N)(=O)=O (centres undefined) | i | 3 | i | 0 | i | i | i | i | i | i | i
COc1ccc(-c2cc(C(=O)NCc3ccco3)c3ccccc3n2)cc1OC | i | 8 | i | 2 | i | i | i | i | i | i | i
COc1ccc(C2c3ccc(O)cc3Oc3ncn(CCN4CCOCC4)c(=N)c32)cc1 (centres undefined) | i | 1 | i | -3 | i | i | i | i | i | i | i
CCC(=O)NCCc1nc2cc(NC(=O)c3ccco3)ccc2n1C | i | 2 | i | -4 | i | i | i | i | i | i | i
O=c1c2cc(NC(=S)NC3CCCC3)ccc2nc2n1CCCCC2 | i | 1 | i | 7 | i | i | i | i | i | i | i
O=C(NCCCN1CCOCC1)c1ccc2nc(Cc3ccccc3F)oc2c1 | i | 9 | i | 1 | i | i | i | i | i | i | i
Cc1ccc(S(=O)(=O)/N=C(\N)Nc2nc(C)c3cc(C)ccc3n2)cc1 | i | 1 | i | 1 | i | i | i | i | i | i | i
Cc1ccc(C)c(NC(=O)CCC(=O)N/N=C/c2ccc[nH]2)c1 | i | 3 | i | 1 | i | i | i | i | i | i | i
COc1cc(C(=O)NCCSc2ccc(Cl)cc2)cc(OC)c1OC | i | 2 | i | -5 | i | i | i | i | i | i | i
O=CNc1ccc(S(=O)(=O)NCc2ccccc2)cc1 | i | -2 | i | 4 | i | i | i | i | i | i | i
CCc1ccccc1OCC(=O)Nc1nc(-c2cccnc2)cs1 | i | 0 | i | 102* | i | i | i | i | i | i | i
CC(C)CCNC(=O)CN(C)S(=O)(=O)c1cccc2nsnc12 | i | -5 | i | -6 | i | i | i | i | i | i | i
CC(Nc1ccccc1)C(=O)Nc1ccc(F)cc1 (centres undefined) | i | 2 | i | -4 | i | i | i | i | i | i | i
Cc1nc(-c2ccccc2)ccc1C(=O)O | i | 5 | i | 0 | i | i | i | i | i | i | i
O=C(O)c1cc(-c2ccc(/C=c3\sc4nc5ccc(Br)cc5n4c3=O)o2)ccc1Cl | i | 5 | i | 39 | . | 40* | i | 42* | i | i | i
CC1CN(C(=O)COC(=O)CSc2ccc(C(N)=O)cc2[N+](=O)[O-])CC(C)O1 (centres undefined) | i | 4 | i | 14 | i | i | i | i | i | i | i
Cc1nn(C)cc1/C=N/NC(=O)Cn1nnc(N)n1 | i | 1 | i | 5 | i | i | i | i | i | i | i
O=C(Nc1ccc(Oc2ccccc2)cc1)N[C@@H](Cc1ccccc1)C(=O)O | i | 1 | i | -1 | i | i | i | i | i | i | i
CCc1ccc(S(=O)(=O)Nc2cc(SCC(=O)O)c(O)c3ccccc23)cc1 | i | 2 | i | 21 | i | i | i | i | i | i | i
CCOC(=O)CNC(=O)Cn1cnc2sc(C)c(S(=O)(=O)N3CCOCC3)c2c1=O | i | 1 | i | -7 | i | i | i | i | i | i | i
Cc1cccc(N=c2oc3cc(O)ccc3cc2C(N)=O)c1 | i | -48 | i | 1 | i | i | i | i | i | 4.7* | i
COc1ccc(Cl)cc1NS(=O)(=O)c1cccc(C(=O)NCC2CCCO2)c1 (centres undefined) | i | -2 | i | 13 | i | i | i | i | i | i | i
Cc1ccccc1-c1nc(S(=O)(=O)c2ccc(Cl)cc2)c(NCCN2CCOCC2)o1 | i | -14 | i | 1 | i | i | i | i | i | i | i
CCOC(=O)c1cc(-c2ccco2)nc2c1c(C)nn2-c1cccc(Cl)c1 | i | -1 | i | -1 | i | i | i | i | i | i | i
CC(C(=O)NCCS(=O)(=O)c1ccc(Br)cc1)S(=O)(=O)c1ccc(Cl)cc1 (centres undefined) | i | 6 | i | 10 | i | i | i | i | i | i | i
COc1cc(C)ccc1OCc1cc(C(=O)NCc2ccncc2)no1 | i | 3 | i | 4 | i | i | i | i | i | i | i
COCCN(CCOC)c1ncnc2c1cnn2-c1ccccc1 | i | 0 | i | -4 | i | i | i | i | i | i | i
Cc1cccc(N2CC(C)Cn3c2nc2c3c(=O)n(CC(=O)OCc3ccccc3)c(=O)n2C)c1 (centres undefined) | i | 2 | i | 10 | i | i | i | i | i | i | i
COc1ccc(-n2ncc3c2CC(C)(C)CC3NC(=O)c2ccc(OC)o2)cc1 (centres undefined) | i | 3 | i | -1 | i | i | i | i | i | i | i
CN1CCCN(C(=O)C2CCC(C(=O)N3CCCN(C)CC3)CC2)CC1 (centres undefined) | i | . | i | 1 | i | i | i | i | i | i | i
O=C1c2cccnc2Oc2ccc(Cl)cc2N1Cc1ccc(F)cc1 | i | 4 | i | 0 | i | i | i | i | i | i | i
Cc1nn(-c2ccc(F)cc2)c(C)c1NS(=O)(=O)c1ccc2ccccc2c1 | i | -1 | i | -3 | i | i | i | i | i | i | i
Cc1cc(/C=N/NC(=O)C(O)(c2ccccc2)c2ccccc2)c(C)n1-c1cccc(C(=O)O)c1 | i | . | i | -5 | i | i | i | i | i | i | i
CNc1ncc(C(=O)c2ccc(Cl)c(Cl)c2)s1 | i | 1 | i | 3 | i | i | i | i | i | i | i
CCCOc1ccc(Cn2cnc3ccccc32)cc1 | . | ? | . | . | i | . | i | i | 25* | . | i
Clc1ccc(-c2nc(-c3ccncc3)no2)c(Cl)c1 | i | -4 | i | -12 | i | i | i | i | i | i | i
NC(=O)C1(N2CCCCC2)CCN(CC(=O)Nc2ccccc2-c2ccccc2)CC1 | i | 2 | i | -1 | i | i | i | i | i | i | i
COc1cc(C(=O)OCC(=O)c2cc(C)n(C)c2C)cc(OC)c1OC | i | 4 | i | 2 | i | i | i | i | i | i | i
O=C(CN1C(=O)C2CCCCC2C1=O)Nc1nc(-c2ccc(F)cc2)cs1 (centres undefined) | i | 5 | i | -14 | i | i | i | i | i | i | i
CSCCC(NC(=O)C1CCC(C)CC1)C(=O)NCc1ccco1 (centres undefined) | i | 2 | i | -3 | i | i | i | i | i | i | i
CC(OC(=O)c1ccncc1)C(=O)NC1CCCC1 (centres undefined) | i | 0 | i | -20 | i | i | i | i | i | i | -10*
CC(=C\C(=O)O)/C(=C/c1ccc(C)o1)C(=O)O | i | . | i | -9 | i | i | i | i | i | i | i
O=C(NC1CC1)C1CCN(C2CCN(C(=O)Cc3ccc4c(c3)OCO4)CC2)CC1 | i | -2 | i | -23 | i | i | i | i | i | i | i
COc1cccc(CN(C)Cc2cc(=O)oc3cc(O)c(Cl)cc23)c1 | i | -105 | i | 31 | i | i | i | i | i | i | i
CCCCOc1ccc(NC(=O)CCSc2nccn2C)cc1 | i | 5 | i | -4 | i | i | i | i | i | i | i
COc1cccc(C(=O)NC2CC3CCCC(C2)N3CC(=O)Nc2ccc(N(C)C)cc2)c1 (centres undefined) | i | 3 | i | 1 | i | i | i | i | i | i | i
CC(C)(C)n1ncc2c(=O)n(CC(=O)N3CCCc4ccccc43)cnc21 | i | 3 | i | -14 | i | i | i | i | i | i | i
CC(C)c1ccc(NS(=O)(=O)c2ccc(Cl)nc2)cc1 | i | . | i | -1 | i | i | i | i | i | i | i
CCOC(=O)CNS(=O)(=O)c1cc(-c2nnc(Nc3ccc4c(c3)OCO4)c3ccccc23)ccc1C | i | 1 | i | 25 | i | i | i | i | i | i | i
Cc1ncc(CN2CCCC(C(=O)Nc3ccc(-n4ccnc4C)cc3)C2)cn1 (centres undefined) | i | 1 | i | 3 | i | i | i | i | i | i | i

Next entries
SMILES | TRPC6 inh | HDAC3 inh | RGS4 pot | SKKanGAS inh | TMEM16A act | TRPC6 act | MrgX1 allo act | MrgX1 ag | ANO1 block | RGS4 block | MrgX1 antagonist
Clc1ccc2nc(CSc3nncn3-c3ccccc3)cn2c1 | i | 1 | i | 3 | i | i | i | i | i | i | i
Cc1nc(CN2CCCCC2)cc(=O)[nH]1 | i | -2 | i | -3 | i | i | i | i | i | i | i
CNC(=O)COC(=O)c1cc(-c2ccc(OC)cc2)nc2ccccc12 | i | -6 | i | 5 | i | i | i | i | i | i | i
CC(=O)N1CCCc2cc(S(=O)(=O)Nc3ccc4c(c3)OCO4)ccc21 | i | 3 | i | 2 | i | i | i | i | i | i | i
O=C(c1ccncc1)N1CCN(S(=O)(=O)c2cccc([N+](=O)[O-])c2)CC1 | i | -3 | i | -3 | i | i | i | i | i | i | i
CCCCc1nc2cc(C(=O)NCc3ccccn3)ccc2o1 | i | 1 | i | -2 | i | i | i | i | i | i | i
O=C(CNC(=O)C(c1ccccc1)c1ccccc1)N/N=C\c1ccc2c(c1)OCO2 | i | -4 | i | 10 | i | i | i | i | i | i | i
COc1cc(C(=O)Nc2cc(C)cc(C)c2)c(-n2cnnn2)cc1OC | i | -8 | i | -4 | i | i | i | i | i | i | i
Cn1c(=O)c2c(ncn2CC(=O)OCC(=O)Nc2ccc(Cl)cc2)n(C)c1=O | i | 6 | i | -8 | i | i | i | i | i | i | i
O=C(C1CCCN(Cc2ccccc2)C1)N1CCc2ccccc2C1 (centres undefined) | i | -7 | i | 5 | i | i | i | i | i | i | i
CCC(Oc1ccccc1)C(=O)Nc1ccccc1C(=O)N1CCN(C)CC1 (centres undefined) | i | 11 | i | -4 | i | i | i | i | i | i | i
Cc1coc2cc3oc(=O)c(CCC(=O)NCCN4CCOCC4)c(C)c3cc12 | i | -6 | i | 3 | i | i | i | i | i | i | i
CC(=O)NNc1ncnc2c1cnn2-c1ccccc1 | i | 4 | i | 16 | i | i | i | i | i | i | i
CC(C)c1nc2sc3c(=O)[nH]cnc3c2c2c1CCCC2 | i | -4 | i | -3 | i | i | i | i | i | i | i
O=C(COC(=O)/C=C/c1ccc(Cl)cc1)NCCN1C(=O)CSC1=O | i | 7 | i | 5 | i | i | i | i | i | i | i
CCOC(=O)C(C)Sc1nnc(CSc2nc3nc(C)cc(C)n3n2)o1 (centres undefined) | i | 0 | i | -3 | i | i | i | i | i | i | i
